# High-throughput results from PubChem BioAssay.
# NOD1 NF-kB reporter = inhibition of NOD1-driven NF-kB reporter – cell-based, luminescence, uHTS, primary screen (AID 1578) | NOD1-driven NF-kB luciferase reporter cells, luminescence; higher % means a stronger effect | one-dose inhibition, % at 4 µM; EC50 in µM for titrated hits | actives 1% (n = 290,000); in the data active = inhibition mostly above about 36%, no sharp cut-off; inactive = mostly below about 34%;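 note: HEK-293T reporter cells stimulated with the NOD1 agonist gamma-tri-DAP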
# M17LAP inhibition = P. falciparum M17LAP inhibitors, primary screen, biochemical, fluorogenic H-Leu-NHMec substrate, 1536-well (AID 1619). recombinant M17LAP, H-Leu-NHMec fluorogenic kinetic assay; higher % means a stronger effect. inhibition, % at 30 µM; hits with a dose series show IC50 in µM. actives 0.38% (n = 220,000);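 active = compound inhibiting the enzyme by more than half at any dose during confirmatory dose-response retesting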;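 note: plate controls were full reaction with DMSO carrier for no effect and no enzyme background for full effect; strong numbers were not always called active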
# Autophagy mod = alters autophagy in cells; actives 0.98% (n = 190,000); MEF GFP-LC3 puncta imaging; test concentration mostly 10 µM; calls only at 10 µM (by protocol);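 active = percentage of spot-positive cells more than 3 SD above its plate mean, without a fluorescence outlier flag or 80% toxicity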;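 note: spot-positive cell cutoff set from DMSO-treated cells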
# Dynein cargo inh = dynein cargo transport inhibition | 3617.4 mouse cells, GR-EGFP nuclear translocation imaging; test concentration mostly 20 µM; stimulated with dexamethasone, 1 µM; active compounds read low | z-score, hits read low | actives 0.47% (n = 220,000) | AID 1381;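 active = plate z-score of nuclear minus cytoplasmic receptor signal below a set negative limit, without overly bright fluorescence or cell loss, cut at about -3.5 in these data, passing the limit was not always enough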;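 note: z-score of nuclear minus cytoplasmic ring GR-EGFP intensity difference per well; some compounds called inactive have numbers as strong as hits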
#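 Buffer or medium: tet-free, stripped-serum medium; Also added: dexamethasone, 1.0 µM final; Technique: high-content fluorescence imaging after fixation; Times: 48 h induction, 1 h compound, 30 min dex at 37 °C; Read-out: per-cell GR-EGFP intensity, nucleus versus surrounding cytoplasmic ring, well-averaged.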
# Yfh1-off respiration = enhancers of respiration in Yfh1-depleted yeast, dose response, Friedreich's ataxia, plus single-dose screen (AID 1465). S. cerevisiae Yfh1-off respiration, WST-1 reduction, 72 h; higher fold induction means a stronger effect. fold induction at 50 µM, or EC50 in µM where a hit was titrated. actives 0.074% (n = 220,000);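 active = fold induction of absorbance versus untreated yeast above a set limit, then at least 30% activation at any dose in follow-up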;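 note: activators that raise dye reduction in frataxin-depleted yeast; strong numbers were not always called active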
# bCat nuc transl = alters nuclear translocation of beta-catenin in HeLa cells; AID 1665; immunofluorescence imaging; nuclear translocation activity, % at 5 µM; actives 0.3% (n = 190,000);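 active = nuclear translocation activity above 50% at 5 µM, with a well cell count of 50 or more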;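 note: per-cell ratio of nuclear to cytoplasmic median beta-catenin stain intensity; plate controls were DMSO negative control for no effect and GSK-3 inhibitor IX positive control for full effect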
#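 Test system: human HeLa cell line; Doses: 5 µM primary, 0.02–20 µM confirmation; Incubation: 24 h compound exposure, 37°C; Detection: beta-catenin immunofluorescence imaging with DAPI; Read-out: beta-catenin nuclear/cytoplasmic ratio, % activation.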
# MT stabilize HCS = microtubule stabilization, imaging screen; HeLa tubulin immunostaining HCS, 24 h; share of cells brighter than vehicle mean+2SD; % tubulin-high responders, % at 10 µM; actives 0.83% (n = 200,000);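 active = plate Z-score above 3 for both tubulin-high and condensed-nucleus cell shares, with cell loss under 80%, at 10 µM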;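 note: anti alpha tubulin signal scored within the nucleus-defined area of each cell; some results filed as inactive read as strong as hits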
# Insulin prom up = MIN6 insulin promoter up-regulation; MIN6 insulin promoter-GFP reporter, high-content imaging; active compounds read high; z-score at 5 µM; actives 0.3% (n = 190,000);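 active = z-score above 3 at 5 µM with at least 500 cells counted in the well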
# HEK293 NOD2/NF-kB = NOD2 signaling inhibitors, cell-based, luminescence, uHTS, HEK293 (AID 1566). HEK293 NOD2/NF-kB luciferase reporter, luminescence; higher % means a stronger effect. inhibition, % at 4 µM; hits with a dose series show EC50 in µM. actives 0.63% (n = 290,000); in the data active = inhibition above about 50%; note: many of its hits are not listed in these tables
# Dynein cargo inh cytoplasmic EGFP = second read-out of Dynein cargo inh, no call of its own (marks repeat the call); z-score; measured here: cytoplasmic GR-EGFP intensity; active compounds read high
# Dynein cargo inh nuclear GR-EGFP = second read-out of Dynein cargo inh, no call of its own (marks repeat the call); z-score; measured here: nuclear GR-EGFP intensity;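 lower value marks the stronger effect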
# Dynein cargo inh cell count = second read-out of Dynein cargo inh, no call of its own (marks repeat the call); z-score; measured here: cell count per field
# Insulin prom up cell count = second read-out of Insulin prom up, no call of its own (marks repeat the call); cell count; measured here: cytotoxicity, nuclei count;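 total cells summed across four imaged fields per well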
# bCat nuc transl cell count 5 µM = further read-out of bCat nuc transl, marked with its call; cell count; measured here: cell count, cytotoxicity flag
# MT stabilize HCS Hoechst-high % = recorded beside MT stabilize HCS, whose call it bears; % Hoechst-high responders; measured here: nuclear condensation Hoechst responders;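 share of cells brighter than vehicle mean plus two SD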
# MT stabilize HCS cytotoxicity % = also measured in MT stabilize HCS; calls as there; toxicity, %; measured here: cytotoxicity by cell density;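 0% = mean cell density of plate MIN control wells and 100% = no cells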
# Autophagy mod cell loss 18 h = second read-out of Autophagy mod, no call of its own (marks repeat the call); toxicity, %; measured here: cell loss, nuclei count;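 cell loss after 18 h compound exposure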
# An asterisk follows results filed as active; i = inactive; / = no result given; + = active, no number. Some of the compounds tested; rates above refer to the full screens.
SMILES,NOD1 NF-kB reporter,M17LAP inhibition,Autophagy mod,Autophagy mod cell loss 18 h,Dynein cargo inh,Dynein cargo inh cytoplasmic EGFP,Dynein cargo inh nuclear GR-EGFP,Dynein cargo inh cell count,Yfh1-off respiration,bCat nuc transl,bCat nuc transl cell count 5 µM,MT stabilize HCS,MT stabilize HCS Hoechst-high %,MT stabilize HCS cytotoxicity %,Insulin prom up,Insulin prom up cell count,HEK293 NOD2/NF-kB
Cc1nc(C)c(C(=O)C2=C(O)C(=O)N(CCCn3ccnc3)C2c2ccccc2)s1 (stereo not given),-22%,14%,i,5,-1.1,-0.26,-0.35,0.57,i,-0.5,1042,3.8,1.5,8.2,-0.13,1161,-7%
CCOC(=O)C1CCCN(C2CC(=O)N(c3ccc(C)c(C)c3)C2=O)C1 (stereo not given),3%,4%,i,-2,0.35,0.25,0.61,-0.37,i,/,/,3.2,1.7,5.1,1.3,1182,10%
O=S(=O)(NC1CCCCC1)c1ccc(N2CCOCC2)nc1,-2%,5%,/,/,-0.47,-0.16,-0.29,0.35,i,-0.1,1359,/,/,/,0.66,1427,18%
Oc1c(N=NC(=S)Nc2ccccc2F)c2ccccc2n1Cc1cccc(Cl)c1,7%,-7%,i,4,0.61,-0.17,0.69,-0.45,i,-0.5,1116,2.5,2.0,4.0,0.38,1218,15%
CC(=O)c1sc(NCCOc2ccc(C)cc2)nc1C,-38%,-1%,i,4,0.22,-0.27,0.81,-1.4,i,-1.4,956,0.8,1.2,7.1,-0.06,1595,-50%
COc1cc(/C=C2\SC(=Nc3ccccc3)N(CCc3c[nH]c4ccccc34)C2=O)ccc1OC(C)C(=O)O (stereo not given),-9%,19%,i,6,0.52,-0.27,0.28,0.23,i,23,470,1.5,2.2,3.9,0.02,1306,20%
CCCCC(=O)OCc1cn(-c2ccc(Cl)cc2)nn1,6%,10%,i,-2,0.014,-0.043,-0.16,0.41,i,-0.9,1375,1.8,1.0,3.2,-0.19,1632,8%
C=C(C)CN(CC)Cc1c(C(=O)N(C)CCCC)nc2ccccn12,-31%,11%,i,1,-0.23,-0.29,-0.041,1,i,-0.4,1531,1.3,1.0,2.3,-0.75,1347,10%
O=C(Nc1ccc(-c2nc3cc(Cl)ccc3c(=O)o2)cc1)c1ccco1,-18%,33%,i,11,0.2,-0.26,0.38,-0.4,i,-0.6,1168,5.7,3.2,2.4,0.23,1529,18%
Cc1cccc(C)c1NS(=O)(=O)c1ccc(F)cc1,15%,4%,i,13,-0.45,0.17,-0.038,0.23,i,-0.3,820,4.5,4.1,7.7,/,/,8%
O=C1CN=C(Nc2ccccc2)N1Cc1cccs1,24%,8%,i,0,-0.35,-0.14,-0.074,1.2,i,-0.9,1258,2.7,1.7,2.8,-0.73,1635,10%
CCOC(=O)Cc1c(C)nc2c(-c3ccc(Cl)cc3)c(C)[nH]n2c1=O,24%,17%,i,24,-0.55,-0.23,-0.47,0.78,i,/,/,5.0,1.8,2.9,/,/,16%
COc1ccccc1/C=N/Nc1cc(N(C)C)nc(N(C)C)n1,-6%,2%,i,-36,2.6,-0.035,1.8,-1.5,i,-0.4,1172,2.1,1.6,1.0,0.04,1189,5%
O=C(CSc1nnc(CNC(=O)c2ccccc2F)o1)NCC1CCCO1 (stereo not given),-40%,-5%,i,6,-0.15,-0.067,0.26,0.37,i,-0.6,1001,1.4,1.2,8.8,0.84,862,-7%
c1ccc(Nc2nn[nH]n2)cc1,-10%,44%,i,-6,0.18,-0.13,0.55,0.4,i,/,/,3.2,2.0,1.2,/,/,12%
CN(C(=O)Cn1nnc(-c2cccnc2)n1)C1CCCCC1,11%,9%,/,/,1.5,-0.2,1.6,-2,i,0.8,1298,/,/,/,-0.17,808,7%
O=C(OCc1nnc(-c2ccccc2)o1)c1cc(=O)c2ccccc2o1,-69%,3%,i,6,-0.45,-0.17,-0.06,0.4,i,0.1,812,1.5,2.4,7.5,0.69,1432,-18%
O=C(NCCc1cccs1)C1CC(c2c(Cl)cccc2Cl)=NO1 (stereo not given),14%,7%,i,5,-0.87,-0.21,-0.45,0.65,i,-1.4,1367,1.5,1.3,5.8,1.6,1408,4%
Cc1cccc(OCC(=O)O/N=C(\N)Cc2cccs2)c1,-8%,-19%,i,-29,-1.3,-0.2,-0.13,0.93,i,-4.2,1297,2.8,1.2,8.1,/,/,1%
Cn1nc(C(F)(F)F)cc1C(=O)Nc1ccc(Cl)cc1,0%,-10%,/,/,-0.06,0.45,-0.13,0.057,i,1.9,1066,/,/,/,0.02,1341,24%
NNc1nc2ccccc2nc1C(F)(F)F,-36%,4%,i,2,2.3,-0.32,1,-1.2,i,-1.7,1052,2.8,2.4,4.8,-0.28,1342,-6%
COCCNC(=O)/C(C#N)=C/c1ccc(-c2ccc(S(=O)(=O)N3CCOCC3)cc2)o1,-32%,7%,i,13,2.6,-0.047,0.64,-1,i,/,/,5.3,2.9,2.3,0.23,1261,7%
Cc1cc(NC(=O)c2ccc(S(=O)(=O)N3CCCC3)cc2)nc2c1c(=O)oc1ccccc12,-18%,-17%,+,23*,0.24,0.051,0.2,-1.4,i,0.2,545,2.9,3.0,1.6,/,/,-39%
CCO[C@@H]1OC(C(=O)O)=C[C@H](c2ccc3c(c2)OCO3)[C@H]1CCCO,-6%,3%,i,-3,-1.1,-0.28,-0.29,0.17,i,-0.6,1071,3.5,1.1,9.0,0.3,1079,3%

# Taken from above.
# M17LAP inhibition, `NNc1nc2ccccc2nc1C(F)(F)F` = 4%
# MT stabilize HCS Hoechst-high %, `O=C(CSc1nnc(CNC(=O)c2ccccc2F)o1)NCC1CCCO1` (stereo not given) = 1.2
# MT stabilize HCS cytotoxicity %, `O=C(NCCc1cccs1)C1CC(c2c(Cl)cccc2Cl)=NO1` (stereo not given) = 5.8

# (more compounds)
SMILES,NOD1 NF-kB reporter,M17LAP inhibition,Autophagy mod,Autophagy mod cell loss 18 h,Dynein cargo inh,Dynein cargo inh cytoplasmic EGFP,Dynein cargo inh nuclear GR-EGFP,Dynein cargo inh cell count,Yfh1-off respiration,bCat nuc transl,bCat nuc transl cell count 5 µM,MT stabilize HCS,MT stabilize HCS Hoechst-high %,MT stabilize HCS cytotoxicity %,Insulin prom up,Insulin prom up cell count,HEK293 NOD2/NF-kB
COc1ccc(C(C)=O)cc1CSc1ccccn1,-9%,3%,/,/,0.12,-0.23,0.12,-0.4,i,-0.8,1167,/,/,/,-0.18,1543,1%
COc1cccc(C2/C(=C(\O)c3ccc4c(c3)OCO4)C(=O)C(=O)N2CCN(C)C)c1OC (stereo not given),9%,13%,i,4,-0.25,-0.25,-0.21,0.39,i,/,/,4.5,2.5,3.8,1.2,1153,-10%
Cc1cccc2sc(NC(=O)C3CCCO3)nc12 (stereo not given),-25%,1%,i,-1,0.53,-0.21,0.22,0.63,i,-1.7,1195,3.7,2.2,4.1,-1,1159,1%
COc1ccccc1Cn1c(CCCO)nc2ccccc21,-2%,-4%,i,5,-0.12,-0.22,0.093,-0.22,i,-2.3,1056,3.1,2.6,0.4,0.63,799,3%
O=C(c1ccco1)N(CCC(c1ccccc1)c1ccco1)Cc1ccc(F)cc1 (stereo not given),13%,2%,i,-28,0.44,-0.19,0.66,-0.26,i,0.3,1262,2.6,1.8,4.7,-0.5,1617,-7%
O=C(Nc1ccc(S(=O)(=O)N2CCCC2)cc1)c1cc(=O)c2ccccc2o1,-4%,8%,/,/,0.14,-0.14,-0.024,-0.33,i,-0.9,1104,/,/,/,0.34,1469,-6%
O=c1cc(COc2ncnc3c(Cl)cc(Cl)cc23)nc2sccn12,-1%,5%,/,/,-0.47,-0.26,-0.31,0.56,i,0.4,1149,/,/,/,0.47,1382,17%
Cc1ccc(NC(=O)c2ccc(OC(=O)COc3ccc(Cl)cc3C)cc2)cc1,-28%,0%,i,-5,-0.19,-0.32,-0.23,0.16,i,-1.8,1110,4.1,4.1,8.8,-0.21,1430,-27%
Cn1c(=O)c2c(nc(CN3CCN(C(=O)c4ccco4)CC3)n2Cc2ccccc2F)n(C)c1=O,-3%,9%,i,-1,1.8,0.13,1.6,-1.6,i,-6.5,1121,1.5,2.7,11,-0.9,1027,9%
COc1ccc(NC(C)C(=O)N/N=C/c2cc(Br)ccc2OC)cc1 (stereo not given),18%,2%,i,12,0.13,-0.26,-0.26,0.6,i,-2.6,1001,1.7,1.6,6.2,1.1,1099,-10%
COc1ccccc1C(C#N)N1N=C(C)CC1(C)C (stereo not given),-24%,10%,i,12,-0.91,0.25,-0.44,1.2,i,0.0,1554,1.4,1.7,4.4,0.32,1336,8%
CCC(C)(C)C1CCc2nc3ccccc3c(C(=O)OC(C)C(=O)Nc3c(C)n(C)n(-c4ccccc4)c3=O)c2C1 (stereo not given),-17%,6%,i,-3,-0.33,-0.23,0.0046,0.12,i,-1.7,1164,3.9,2.5,4.6,-0.38,1291,7%
CCC(=O)N1CCc2cc(Br)cc(S(=O)(=O)NCCN3CCCCC3CC)c21 (stereo not given),-18%,-6%,i,26,-0.18,-0.1,0.48,-0.32,i,-1.5,1075,4.4,2.6,9.5,1.1,2000,8%
